# Screening results: PubChem, several laboratories
# SR-BI uptake up: activators of SR-BI mediated DiI-HDL uptake, primary screen, ldlA[mSR-BI] CHO cells, DiI fluorescence; 3 h; 100 = double the neutral-control signal; activation, % at 12.5 µM; 0.096% of 320,000 active; AID 504775, 2011;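 active = mean replicate activation of at least 60% and every replicate at or above 60%; inconclusive = mean or all-replicate condition met, but not both; inactive = mean below 60% and not all replicates reaching 60%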;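 note: 0% = median plate neutral-control signal and 100% = twice that signal; values of inactives mirror those of a sister screen read the other way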
#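 Test system: SR-BI-overexpressing, LDLR-lacking CHO cells; Also added: labelled HDL, 10 µg/mL; Measured by: bottom-read cell fluorescence after medium removal, ex 550/em 595 nm; Timing: 3 h uptake period with compound, 37 °C; Buffer or medium: F12, 0.5% BSA, 25 mM HEPES; Doses: single compound concentration, delivered by pin transfer.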
# NSD2 inh: NSD2 histone methyltransferase inhibitors, primary screen, biochemical, AlphaScreen, single concentration, set 2 | inhibition, % at 12.5 µM | NSD2 peptide methylation, 120 min | 0.54% of 310,000 active | AID 743445, 2014; in the data active = inhibition above about 50%
# Target sequence (O96028 whole entry, looked up): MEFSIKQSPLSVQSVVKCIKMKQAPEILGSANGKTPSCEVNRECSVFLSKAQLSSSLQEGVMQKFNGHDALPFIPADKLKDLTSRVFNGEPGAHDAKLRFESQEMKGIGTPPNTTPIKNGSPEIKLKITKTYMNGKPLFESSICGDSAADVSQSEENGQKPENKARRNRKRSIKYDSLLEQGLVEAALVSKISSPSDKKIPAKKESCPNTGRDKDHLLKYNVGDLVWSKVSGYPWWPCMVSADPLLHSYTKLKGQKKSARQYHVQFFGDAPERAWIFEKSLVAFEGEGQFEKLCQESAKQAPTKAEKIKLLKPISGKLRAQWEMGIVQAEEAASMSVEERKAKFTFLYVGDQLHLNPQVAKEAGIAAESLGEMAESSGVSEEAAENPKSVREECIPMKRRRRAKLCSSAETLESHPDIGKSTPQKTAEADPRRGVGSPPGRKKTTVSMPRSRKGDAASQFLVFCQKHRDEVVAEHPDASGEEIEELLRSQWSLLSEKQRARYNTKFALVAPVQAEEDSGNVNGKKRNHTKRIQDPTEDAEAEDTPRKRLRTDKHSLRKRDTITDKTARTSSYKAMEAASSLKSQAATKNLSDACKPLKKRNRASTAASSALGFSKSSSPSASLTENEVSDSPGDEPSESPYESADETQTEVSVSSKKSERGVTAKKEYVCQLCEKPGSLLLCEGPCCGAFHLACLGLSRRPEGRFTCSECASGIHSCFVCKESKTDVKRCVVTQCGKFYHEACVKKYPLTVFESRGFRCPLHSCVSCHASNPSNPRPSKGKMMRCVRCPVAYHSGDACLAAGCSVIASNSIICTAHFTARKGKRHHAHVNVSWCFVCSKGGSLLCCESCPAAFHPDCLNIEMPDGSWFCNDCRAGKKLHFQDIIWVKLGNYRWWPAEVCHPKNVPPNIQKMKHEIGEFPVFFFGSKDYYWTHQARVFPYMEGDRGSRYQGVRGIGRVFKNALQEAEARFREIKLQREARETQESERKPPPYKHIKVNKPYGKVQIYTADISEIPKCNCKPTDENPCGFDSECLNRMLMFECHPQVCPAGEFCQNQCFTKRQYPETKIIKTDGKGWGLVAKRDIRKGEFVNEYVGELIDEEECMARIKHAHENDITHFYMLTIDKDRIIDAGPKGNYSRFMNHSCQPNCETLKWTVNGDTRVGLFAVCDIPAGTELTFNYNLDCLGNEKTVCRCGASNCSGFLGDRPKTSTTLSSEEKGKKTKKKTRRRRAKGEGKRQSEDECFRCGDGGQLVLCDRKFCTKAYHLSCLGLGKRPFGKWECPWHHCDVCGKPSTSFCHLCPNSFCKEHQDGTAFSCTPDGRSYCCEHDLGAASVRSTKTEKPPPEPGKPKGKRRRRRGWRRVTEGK
# PKA-R1A activ: activators of PKA-R1A holoenzyme, primary screen, biochemical, fluorescence polarization, Cy5-IP20, bovine R1A, mouse PKAc; cAMP-dependent protein kinase type I-alpha regulatory subunit (Bos taurus) + …; PKA-R1A dissociation; scaled: DMSO 0%, 113 µM cGMP 100%; activation, % at 11.4 µM; 0.083% of 340,000 active;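 active = percent activation above the mean of all tested compounds plus 3 SD, cut at about 19% in these data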;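 note: higher means more PKAc released from R1A so a rise in polarization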
# PKA-R2B act: activators of PKA-R2B holoenzyme, primary screen, biochemical, fluorescence polarization, Cy5-IP20, human; cAMP-dependent protein kinase catalytic subunit beta (Homo sapiens) + cAMP-dependent …; PKA-R2B holoenzyme dissociation; R2B truncated from residue 108, S112A mutant; 0% DMSO only, 100% 113 µM cGMP; activation, % at 11.4 µM; 0.079% of 340,000 active;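 active = activation above a cutoff set at the mean over all compounds plus 3 SD, cut at about 18% in these data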;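 note: higher means more holoenzyme dissociation and a rise in polarization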
# DSG3 Ab inh: inhibitors of pemphigus antibody binding to DSG3, primary screen, biochemical, bead-based, flow cytometry, scFv-GFP. DSG3-coupled beads, scFv-anti-DSG3-GFP binding; active compounds read low. binding (percent of control), % at 10 µM. Desmoglein-3 (Homo sapiens), P32926. 0.48% of 310,000 active;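 active = binding more than 3 SD below its plate's average and above zero; inconclusive = below that plate limit but binding exactly zero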;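 note: hits lower antibody fragment binding to DSG3; some compounds called inactive have numbers as strong as hits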
# MITF TRPM1 HTS: activators of MITF-driven TRPM1 promoter reporter, primary screen, cell-based, SK-MEL-5, luciferase, single point. SK-MEL-5 TRPM1-promoter luciferase, 24 h; % of positive control, neutral wells = 0. activation, % at 12.5 µM. 0.75% of 300,000 active. AID 588334, 2011;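 active = mean activation of at least 80% with every replicate also reaching 80%; inconclusive = mean reaches 80% but some replicate falls short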;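 note: 0% = neutral control wells and 100% = parthenolide positive control wells; values of inactives mirror those of a sister screen read the other way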
# SUMO Mot1 rescue: yeast Mot1-301 growth rescue at high temperature, primary screen, SUMOylation pathway inhibitor project, S. cerevisiae, ATP luminescence, 38.5C; S. cerevisiae Mot1-301 growth rescue; percent above DMSO median, 100 means doubled; growth rescue, % at 18.8 µM; 1% of 320,000 active; AID 2716, 2010;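 active = every valid replicate shows activation above 250% relative to neutral control wells; inactive = the rest, any valid replicate at or below 250%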;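 note: OY570 slx delta 5 strain wells were the positive control but not used for scaling; some compounds called inactive have numbers as strong as hits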
# SR-BI DiI inh: inhibitors of SR-BI mediated HDL lipid uptake, primary screen, ldlA[mSR-BI] cells, fluorescence, single point. inhibition, % at 12.5 µM. AID 488896, 2010. ldlA[mSR-BI] CHO cells, DiI-HDL uptake fluorescence, 3 h. Scavenger receptor class B member 1 (Mus musculus), Q61009. 0.96% of 320,000 active;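 active = mean replicate inhibition of at least 70% and a set share of replicates each scoring 70 or more; inconclusive = meets just one of the two criteria; inactive = fails both criteria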;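 note: 0% = median of neutral control wells and 100% = median of positive control wells; values of inactives mirror those of a sister screen read the other way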
# Arrestin-AP2 inh: inhibitors of beta-arrestin/AP2 binding, primary screen, biochemical, GPCR trafficking, flow cytometry | inhibition, % at 10 µM | AID 504490, 2011 | 0.31% of 340,000 active | beta-arrestin 1 C-terminal peptide binding to AP2 beta2-adaptin appendage (human) | FITC-arrestin peptide / GST-AP2 beads; AP2 beta2 appendage carries R879A mutation;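 active = inhibition above a set limit, near 3 SD of compounds lacking own fluorescence, cut at about 54% in these data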;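 note: plate controls were DMSO wells for no effect and 5 µM unlabelled arrestin peptide for full effect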
#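 Material – GST-tagged AP2 beta2-adaptin appendage (R879A) on 4 µm glutathione beads · Probe or stimulus – fluorescein-tagged arrestin peptide at 50 nM final · Timing – 12 min plus 1 h, RT · Detection – bead flow cytometry, FITC channel · Read-out basis – inhibition as reduced fluorescein signal on beads, percent · Medium – PBS plus Tween 20 (0.05%) and BSA (0.1%)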
# dFosB activator: activators of delta FosB homodimer, primary screen, biochemical, fluorescence polarization, TAMRA-CDK5 oligo, single point | Protein FosB (Mus musculus), P13346 | purified delta FosB; percent of positive-control signal above neutral wells | activation, % at 25 µM | 0.99% of 340,000 active;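 active = mean activation above about 17%, with every replicate also reaching it, limit read from the data, passing the limit was not always enough; inconclusive = only one of the two conditions met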;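 note: fluorescence polarization rise as delta FosB binds a TAMRA Cdk5 AP-1 oligo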
# CDK5 p35 inh: inhibitors of human CDK5/p35 kinase, primary screen, biochemical, single concentration; inhibition, % at 10 µM; 0.01% of 330,000 active; Cyclin-dependent kinase 5 (Homo sapiens) + Cyclin-dependent kinase 5 activator 1 (Homo …; Recombinant CDK5/p35, ADP-Glo luminescence, 60 min; AID 488839, 2010;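 active = highest replicate inhibition of at least 50% and at least 75% of replicates reaching 50%; inconclusive = only one of the two criteria met; inactive = both criteria failed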;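 note: plate controls were DMSO neutral control for no effect and GW8510 at 10 µM for full effect; many of its hits are not listed in these tables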
# * = called active by the depositor; ? = inconclusive; . = not tested or not shown.
SMILES,SR-BI uptake up,NSD2 inh,PKA-R1A activ,PKA-R2B act,DSG3 Ab inh,MITF TRPM1 HTS,SUMO Mot1 rescue,SR-BI DiI inh,Arrestin-AP2 inh,dFosB activator,CDK5 p35 inh
O=C(Nc1c(F)cc(F)cc1Br)c1cc(-c2ccco2)on1,6,-2,-4,-3,97,25,83,-6,1,-3,-1.5
Cc1cccc(OCc2nnc3n2CCCCC3)c1,3,.,-3,-4,105,.,151,-3,10,-3,-0.2
COc1cccc(-c2c(C(=O)N/N=C/c3cccnc3)nnn2-c2nonc2N)c1,-9,11,-7,4,108,10,-9,9,18,-4,1.2
CCOc1cc(/C=N\NC(=O)CN2CCOCC2)ccc1OCc1ccc(F)cc1,-16,-3,-8,1,95,-5,13,16,2,-10,-0.2
COc1ccc(S(=O)(=O)N2Cc3ccccc3CC2C(=O)N2CCOCC2)cc1OC (configuration not stated),26,-4,-7,-1,101,-3,8,-26,1,2,1.5
COc1cccc(NC(=S)N(C)C2CCN(C)CC2)c1,-2,2,-1,3,102,-6,-3,2,9,-3,0.5
CC(=O)N1C(=O)N(C(C)=O)C2C1N(C(C)=O)C(=O)N2C(C)=O (configuration not stated),3,-4,-7,-3,93,.,-5,-3,-2,-2,-1.1
FC(F)(F)c1ccccc1/C=N/n1c(C2CCCCC2)n[nH]c1=S,6,14,-6,-5,90,4,10,-6,14,-21,2.6
C=CCNS(=O)(=O)c1ccc(OCC(=O)OC)cc1,-8,-1,-4,-4,122,12,-8,8,22,4,0.6
CCOc1ccc(CCNC(=O)COC(=O)/C=C/c2ccc(OC)c(OC)c2)cc1OCC,-40,1,-3,5,120,-7,6,40,6,-7,-2.0

# Whole records, quoted from the list.
# Cc1cccc(OCc2nnc3n2CCCCC3)c1 as listed: SR-BI uptake up: 3; NSD2 inh: .; PKA-R1A activ: -3; PKA-R2B act: -4; DSG3 Ab inh: 105; MITF TRPM1 HTS: .; SUMO Mot1 rescue: 151; SR-BI DiI inh: -3; Arrestin-AP2 inh: 10; dFosB activator: -3; CDK5 p35 inh: -0.2
# FC(F)(F)c1ccccc1/C=N/n1c(C2CCCCC2)n[nH]c1=S as listed: SR-BI uptake up: 6; NSD2 inh: 14; PKA-R1A activ: -6; PKA-R2B act: -5; DSG3 Ab inh: 90; MITF TRPM1 HTS: 4; SUMO Mot1 rescue: 10; SR-BI DiI inh: -6; Arrestin-AP2 inh: 14; dFosB activator: -21; CDK5 p35 inh: 2.6
# COc1cccc(-c2c(C(=O)N/N=C/c3cccnc3)nnn2-c2nonc2N)c1 as listed: SR-BI uptake up: -9; NSD2 inh: 11; PKA-R1A activ: -7; PKA-R2B act: 4; DSG3 Ab inh: 108; MITF TRPM1 HTS: 10; SUMO Mot1 rescue: -9; SR-BI DiI inh: 9; Arrestin-AP2 inh: 18; dFosB activator: -4; CDK5 p35 inh: 1.2

# Additional records.
SMILES,SR-BI uptake up,NSD2 inh,PKA-R1A activ,PKA-R2B act,DSG3 Ab inh,MITF TRPM1 HTS,SUMO Mot1 rescue,SR-BI DiI inh,Arrestin-AP2 inh,dFosB activator,CDK5 p35 inh
COc1ccc(C(=O)c2coc3ccc(O)cc23)cc1,-5,-1,-3,-3,109,73,-11,5,-18,-9,1.0
COC(=O)C1=C(C)N(C)C(=O)NC1c1cc2c(cc1Br)OCO2 (configuration not stated),19,0,0,6,110,-14,-6,-19,4,1,0.2
CC(C)(C)NC(=O)c1ccccc1NC(=O)C1CCCO1 (configuration not stated),3,-4,-7,-22,96,4,-16,-3,-5,0,2.6
COc1ccc(N2CCN(C(=O)CCCn3c(=O)[nH]c4ccsc4c3=O)CC2)cc1,2,.,3,0,106,3,1,-2,0,-6,-4.8
Cc1ccc(S(=O)(=O)Nc2c3ccccc3nc(=O)n2-c2ccccc2)cc1,-11,-1,-11,-4,93,6,.,11,12,-1,-3.9
CCOC(=O)C1CCCN(C(=O)c2ccc(Cn3c(=S)[nH]c4cc(C(=O)OC)ccc4c3=O)cc2)C1 (configuration not stated),-26,2,4,-11,107,1,-9,26,11,4,-0.6
O=C(NC(=S)NCCSc1ccccc1)c1cccnc1,7,0,4,-3,106,4,32,-7,2,-9,-1.2
COc1ccc(NS(=O)(=O)c2cccc(NC(=O)c3ccc(S(=O)(=O)N4CCCCCC4)cc3)c2)cc1,-22,-2,-7,-11,109,-18,7,22,3,-1,-0.9
COc1ccc(C(F)(F)F)cc1N/C=C\c1nnnn1-c1ccc(C)cc1,-43,2,2,-18,.,.,2,42,9,-9,-1.2
Cc1ccccc1SCC(=O)Nc1cc(S(=O)(=O)N2CCOCC2)ccc1N1CCOCC1,19,0,-12,1,100,-1,4,-19,-7,1,1.0
O=C(c1noc2c1CCc1ccccc1-2)N1CCOCC1,6,-7,-5,-8,103,41,-12,-6,29,-1,0.7
CCn1c(-c2ccc3ncccc3c2)n[nH]c1=S,-8,0,-11,-1,103,.,9,8,4,-3,-2.2
CN(C)S(=O)(=O)N1CCN(c2ccccc2Cl)CC1,0,.,-14,6,83,12,-10,0,4,-5,-1.9
COc1cccc(-c2cc(=O)[nH][nH]2)c1,8,34,12,-15,103,12,2,-8,0,-1,-6.1
O=C(COc1ccc(Br)cc1CO)N1CCCc2ccccc21,.,-4,-3,-8,.,2,66,.,3,-6,0.6
CCC/C(=N\NC(=O)c1ccc(OC)c(OC)c1)c1ccccc1,.,-6,5,-4,103,5,8,.,-7,-8,2.3
CN(CC(=O)Nc1ccc(S(=O)(=O)N2CCCC2)cc1)CC(=O)Nc1cccc(F)c1,-23,-6,-10,1,122,-10,-26,23,0,-7,0.9
CCOC(=O)C1CCN(C(=O)c2cccnc2Cl)CC1,12,-2,-6,-9,95,22,3,-12,3,0,0.2
O=C(Nc1ccc(Cl)cc1C(=O)NCC1CCCO1)c1ccc(Cl)cc1Cl (configuration not stated),-38,-3,-10,-19,97,-4,8,38,1,-14,0.0
Cc1cc(O)c(/C=N/Nc2cccc(Cl)c2)c(=O)o1,15,.,-4,1,93,8,416*,-15,3,5,0.9
COc1ccc(CC(=O)Nc2c(C(=O)N3CCN(c4ccccc4)CC3)oc3ccccc23)cc1OC,-16,6,-2,-8,100,-5,7,16,0,-8,0.5
COc1ccccc1N(C)S(=O)(=O)c1ccc(C(=O)N(C)Cc2ccc(Cl)s2)cc1,5,0,-13,9,106,-14,21,-5,7,-11,0.4
CCc1ccc2nc(SCC(=O)NCC3CCCO3)c(C#N)cc2c1 (configuration not stated),-13,0,2,3,101,27,-5,13,37,1,2.2
CC(=O)N(Cc1cccnc1)Cc1cc2ccccc2[nH]c1=O,9,-3,-1,-7,96,0,2,-9,0,-5,3.2
Cc1occc1C(=O)Nc1cccc([N+](=O)[O-])c1C,.,-2,-4,-4,100,7,-1,.,12,-1,0.2
CC(C)c1ccc(C2OCC(C)([N+](=O)[O-])CO2)cc1 (configuration not stated),7,-2,6,-3,91,18,.,-7,4,-4,-0.8
COc1cccc(NC(=S)NCc2ccc3c(c2)cc(C)n3C)c1,4,-16,-4,10,89,4,.,-4,15,-16,2.8
Cc1ccc(-c2nnc(-c3ccccc3S(=O)(=O)Cc3ccc(Cl)cc3)o2)cc1,-57,-2,-7,7,108,-4,5,57,-7,-36,4.1
CCOC(=O)C(Cc1ccccc1)C(=O)c1ccco1 (configuration not stated),-2,.,5,3,97,8,21,2,23,-1,0.7
COC(=O)c1sccc1NC(=O)c1cccc(OC)c1,-13,0,-1,6,99,0,-10,13,29,-29,-0.4
O=C(CSc1nnc(-c2ccc(Br)cc2)o1)Nc1cccc2ccccc12,-3,0,4,12,99,0,663*,3,7,30*,2.3
COc1cccc(/C=N/NC(=O)c2cc(C34CC5CC(CC(C5)C3)C4)[nH]n2)c1,-12,1,12,-3,98,6,-13,12,0,3,-4.0
O=C(Nc1cccc(NC(=O)c2cccc(F)c2)c1)c1ccccc1,-59,1,-11,-3,99,6,426,59,-13,-4,0.3
COc1ccc([C@@H](C)NC(=O)CCc2nnc(-c3cc(C)on3)o2)cc1,51,-2,-20,-4,109,7,6,-51,-7,-5,-0.7
CSc1cccc(NS(=O)(=O)c2cc(Br)cnc2N)c1,?,2,-12,7,103,-5,37,-188,-1,-12,1.7
COc1ccccc1NC(=S)N(c1ccccc1)C(C)C,6,-18,7,1,98,-6,-1,-6,-13,-8,-0.9
CN1CCN(Cc2nc3c(c(=O)[nH]c(=O)n3C)n2Cc2c(F)cccc2Cl)CC1,5,.,-6,-15,106,-3,14,-5,0,-9,-0.5
O=C(N/N=C/c1ccccc1O)c1cc[n+]([O-])cc1,4,0,-13,6,101,-6,10,-4,9,-8,0.0

# Grouped by structure, the entries above with a CF3 group (two)
SMILES,SR-BI uptake up,NSD2 inh,PKA-R1A activ,PKA-R2B act,DSG3 Ab inh,MITF TRPM1 HTS,SUMO Mot1 rescue,SR-BI DiI inh,Arrestin-AP2 inh,dFosB activator,CDK5 p35 inh
FC(F)(F)c1ccccc1/C=N/n1c(C2CCCCC2)n[nH]c1=S,6,14,-6,-5,90,4,10,-6,14,-21,2.6
COc1ccc(C(F)(F)F)cc1N/C=C\c1nnnn1-c1ccc(C)cc1,-43,2,2,-18,.,.,2,42,9,-9,-1.2
